Compound activity deposited in PubChem BioAssay by several laboratories.
Mtb FBA inh – Mtb FBA enzyme inhibitors, primary screen, biochemical, fluorescence, strain H37Rv | purified M. tuberculosis FBA, fluorescence read-out | Fructose-bisphosphate aldolase (Mycobacterium tuberculosis (strain ATCC 25618 / H37Rv)), … | inhibition, % at 1 µM | 360,000 compounds, 2.3% hits | AID 588726, 2011; in the data active = inhibition above about 27%;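 note: 0% = vehicle and 100% = reference inhibitor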
Vc quorum ag – inducers of Vibrio cholerae quorum light production without autoinducers, primary screen, BH1578 luxS cqsA deficient, single point. V. cholerae BH1578 lux reporter, luminescence, 6 h. AID 588436, 2011. 350,000 compounds, 0.16% hits. activation, % at 18.7 µM; in the data active = activation mostly above about 9.7%, no sharp cut-off; inconclusive = no clear call, values can overlap the other calls; inactive = mostly below about 3.7%; note: not every result past the cut was called active; inactives centre near 0; reference of the scale not given here
BioA inh – M. tuberculosis BioA enzyme inhibitors, primary screen, biochemical, plate reader, single point, HTS; 7,8-diaminopelargonic acid synthase BioA (Mycobacterium tuberculosis); purified M. tuberculosis BioA enzyme; inhibition, % at 9.99 µM; 360,000 compounds, 0.096% hits; in the data active = inhibition above about 40%; inconclusive = no clear call, values can overlap the other calls
FadD28 FP inh – inhibitors of FadD28 bisubstrate probe binding, primary screen, biochemical, fluorescence polarization, single point; Mycobacterium tuberculosis FadD28 fatty-acid-AMP ligase; inhibition, % at 12.5 µM; 360,000 compounds, 0.22% hits; in the data active = inhibition above about 8.5%, passing the limit was not always enough; inconclusive = no clear call, values can overlap the other calls
TcdB GH inh – TcdB glycohydrolase inhibitors, primary screen, biochemical, single point, plate reader. Toxin B (Clostridioides difficile), P18177. TcdB glycohydrolase enzymatic assay. inhibition, % at 9.99 µM. 350,000 compounds, 0.24% hits. AID 652162, 2013; in the data active = inhibition above about 10%
GDH-TPI counter – GDH-TPI coupling enzyme inhibitors, primary screen, artefact control for M. tuberculosis FBA inhibitor project, biochemical, absorbance, full deck | GDH-TPI coupled enzyme counterscreen, NADH absorbance | inhibition, % at 4.8 µM | 360,000 compounds, 1.2% hits | AID 588335, 2011; in the data active = inhibition above about 30%;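 note: 0% = DMSO wells and 100% = wells lacking the enzyme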
PfHsp40 yeast – rescue of yeast from PfHsp40 toxicity, primary screen, S. cerevisiae, ATP luminescence. S. cerevisiae expressing PfHsp40, growth rescue. growth rescue, % at 12.5 µM. 340,000 compounds, 0.68% hits. AID 504582, 2011; in the data active = growth rescue above about 28%, passing the limit was not always enough; inconclusive = no clear call, values can overlap the other calls;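 note: yeast W303a lacking pdr1 and pdr3 grown in galactose medium; growth measured after three days at 30 °C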
Y pestis TopoI – Yersinia pestis topoisomerase I inhibitors, primary screen, biochemical, cleavage product accumulation, plate reader, single point; DNA topoisomerase I (Yersinia pestis CO92); Y. pestis Topo-I cleavage product accumulation; activity, % at 10 µM; 360,000 compounds, 0.064% hits; AID 504884, 2011; in the data active = activity above about 50%, passing the limit was not always enough; inconclusive = no clear call, values can overlap the other calls; note: inactives centre near 2
UGM FP inh – M. tuberculosis UGM enzyme inhibitors, primary screen, biochemical, fluorescence polarization, single point | purified UGM, fluorescence polarization probe displacement | AID 504406, 2011 | 320,000 compounds, 0.06% hits | inhibition, % at 10 µM | UDP-galactopyranose mutase (Mycobacterium tuberculosis (strain ATCC 25618 / H37Rv)), …; in the data active = inhibition above about 10%, passing the limit was not always enough; inconclusive = no clear call, values can overlap the other calls
* marks the source's active call; other numbers are inactive results; i = inactive; u = inconclusive; x = not tested or not shown; & = joins results of further samples. Hits appear at their usual frequency; any-hit rate near 4.6%.

SMILES	Mtb FBA inh	Vc quorum ag	BioA inh	FadD28 FP inh	TcdB GH inh	GDH-TPI counter	PfHsp40 yeast	Y pestis TopoI	UGM FP inh
CC(C)CCn1c(=O)c2ccccc2n2c(CN(C)Cc3ccccc3)nnc12	2.2	-0.1	9.8	-22.3	x	-5.5	-0.8	9.6	-2.4
COc1ccc(NCc2nnc(SCCN3CCCCC3)n2-c2ccc(C)cc2)cc1	-1.6	i	3.9	-2.9	1.8	-4.1	0.3	8.7	-3.0
CCOC(=O)C1CCN(CC(O)COCc2ccccc2)CC1 (centres undefined)	1.8	i	-1.8	1.4	0.4	-0.4	-0.3	-0.8	1.1
Cc1ccc(CN(C(=O)c2ccccc2[N+](=O)[O-])C2CCS(=O)(=O)C2)o1 (centres undefined)	2.8	i	-0.1	0.6	0.6	13.7	-0.8	3.8	4.3
COC(=O)c1nc(NC(=O)c2cc(OC)c(OC)c(OC)c2)n[nH]1	-2.4	-0.2	14.8	-3.5	0.2	-4.6	1.2	-5.4	0.3
COc1ccc(OC(C)C(=O)Nc2cccc(OC)c2)cc1 (centres undefined)	0.3	i	0.9	3.0	x	-3.1	-0.8	-7.4	0.1
O=C(Cn1nc(-c2ccccc2)ccc1=O)Nc1ccc(N2CCN(C(=O)c3ccccc3)CC2)cc1	-1.5	i	x	-2.4	x	0.6	-0.5	-8.7	0.5
COc1ccccc1-c1cc(C(=O)NC2CCCC2)no1	7.3	-0.5	-0.9	-3.1	-3.5	-10.3	2.2	24.6	-1.4
Cc1ccc(-n2c(-c3ccc(Cl)cc3Cl)n[nH]c2=S)cc1	0.4	i	1.2	1.1	5.9	-1.6	1.0	6.3	0.4
O=C(O)CCCCCNS(=O)(=O)c1cccc2nsnc12	0.2	-2.9	0.6	-3.7	x	5.5	0.5	-0.9	-1.9
C[C@H](CO)N1C[C@H](C)[C@@H](CN(C)S(=O)(=O)c2ccc(-n3cccn3)cc2)OCc2cn(nn2)CCCC1=O	0.7	-0.6	-1.9	-0.6	-0.3&-2.9	10.4	x	6.3	x
Cc1cccc(N2CCN(C(c3ccccc3)c3nnnn3CC3CCCO3)CC2)c1C (centres undefined)	-2.0	-0.5	4.5	-0.9	x	-3.6	-0.7	20.3	-0.1
CC(C)C(c1nnnn1Cc1ccc2c(c1)OCO2)N1CCN(c2ccccc2)CC1 (centres undefined)	0.8	-5.9	-0.9	-2.9	x	11.1	-1.0	-5.2	-2.5
C[C@H](NC(=O)c1nc[nH]c1C(=O)N[C@@H](Cc1ccccc1)C(=O)OC(C)(C)C)C(=O)OCc1ccccc1	-2.9	0.4	-0.7	-6.3	0.5	-4.2	2.7	11.5	-2.0
FC(F)(F)c1ccccc1Cc1c(-c2ccco2)nc2ccc(Cl)cn12	6.3	x	1.3	-3.1	0.7	x	x	x	x
COc1ccc(C(=S)N2CCC(C(N)=O)CC2)cc1Br	-0.2	-0.1	x	-7.8	-0.6	-1.6	x	4.1	-1.6
CC(=O)Nc1ccc(/C=N/OCC(=O)Nc2ccc(C)cc2)cc1	-0.4	-0.3	x	-2.9	x	7.4	0.8	-0.6	1.3
COc1ccc(OCc2nn3c(-c4ccco4)nnc3s2)cc1	-2.4	-0.4	16.3	-1.0	x	2.9	-0.6	10.4	-1.9
COc1ccc(CCNC(=O)CSc2nc(-c3ccco3)cc(C(F)(F)F)n2)cc1OC	0.7	0.9	-2.6	-0.8	0.6	24.1	3.6	-6.3	1.7
O=P(O)(O)CN1CCNCCN(CP(=O)(O)O)CCNCC1	5.1	5.6	x	-0.5	0.7	3.5	-0.1	1.5	x

Just Vc quorum ag and UGM FP inh, for some of the entries so far:
| SMILES | Vc quorum ag | UGM FP inh |
| --- | --- | --- |
| COc1ccc(C(=S)N2CCC(C(N)=O)CC2)cc1Br | -0.1 | -1.6 |
| COc1ccc(OC(C)C(=O)Nc2cccc(OC)c2)cc1 (centres undefined) | i | 0.1 |

Later entries
SMILES	Mtb FBA inh	Vc quorum ag	BioA inh	FadD28 FP inh	TcdB GH inh	GDH-TPI counter	PfHsp40 yeast	Y pestis TopoI	UGM FP inh
CC(=O)N1CCN(c2nc3ccc(Br)cc3s2)CC1	3.1	-2.6	14.6	-1.8	-0.3	10.9	0.3	7.4	0.0
COc1ccc(C(=O)N(CCCO)C(C)C(=O)NC2CCCCC2)cc1OC (centres undefined)	0.9	i	0.6	0.4	x	-9.6	1.3	1.0	1.4
O=C(COc1ccc2ccc(=O)oc2c1)N1C[C@H]2C[C@@H](C1)c1cccc(=O)n1C2	6.4	-0.6	1.3	-0.9	1.2	18.6	0.3	0.0	2.1
Cc1ccc(N2NC(=O)/C(=C\c3cc4c(cc3[N+](=O)[O-])OCO4)C2=O)cc1C	-1.9	i	0.9	0.3	x	1.9	0.9	-4.3	2.0
CCOc1cc(C(=O)Nc2ccncc2)cc(OCC)c1OCC	-5.5	i	x	-3.2	0.6	-2.2	-1.5	-10.1	-2.1
C#CC(C)(O)C1CC(CC(=O)O)C1(C)C (centres undefined)	-2.9	-7.1	-0.5	-3.8	0.4	11.1	-0.3	-0.3	x
CC1(C(O)(C#CC[N+]2(C)CCCCC2)c2ccccc2)CCCC1 (centres undefined)	0.8	-0.6	x	-0.2	1.1	9.3	-1.5	2.7	-1.6
CCOc1cccc(-c2nnc3sc(-c4ccco4)nn23)c1	2.7	i	-2.4	0.6	x	9.8	-0.1	3.6	-4.1
CC(=O)NC(Cc1c[nH]c2ccccc12)C(=O)NCCc1ccccn1 (centres undefined)	-1.7	0.0	6.1	2.2	-1.0	-1.6	1.6	7.2	-1.3
O=C(NCCCn1ccnc1)C(=O)c1c[nH]c2ccccc12	0.9	i	-0.7	0.3	-0.3	12.2	0.5	7.0	-0.2
CC(=O)CC[N+](C)(C)C	1.5	i	x	-1.3	1.2	11.2	-0.4	7.0	x
CCCC(=O)Nc1ccc(C(=O)NNC(=O)c2ccccc2Br)cc1	2.1	-2.8	-1.7	0.3	x	2.1	-1.7	7.0	-0.5
COC(=O)c1ccc(/C=C/C(=O)c2ccc(OC)c(OC)c2)cc1	-4.4	-0.3	0.0	-3.4	x	24.4	0.7	-3.8	0.7
COc1cccc(/C=N/NC(N)=S)c1OS(=O)(=O)c1ccccc1	-5.6	i	-0.8	0.0	x	23.0	-0.6	4.0	-0.5
Cc1ccc(CNC(=O)c2nnn(CC(=O)Nc3cc(C)cc(C)c3)c2N)cc1	-3.1	i	-0.3	-3.8	0.9	2.5	-0.7	29.6	-3.7
C=CCC[C@H](Cc1ccc(F)cc1)C(=O)OC[C@@H](Cc1c[nH]c2ccccc12)NC(=O)[C@@H](CC=C)CC(=O)N[C@H](CO)Cc1ccccc1	-0.2	-0.8	-1.5	-6.4	0.7	-8.3	2.3	9.3	-0.2
CC1CCN(C(=O)CSc2nnc(N)s2)CC1	1.7	-0.5	-1.0	-0.3	-0.3	1.7	-1.0	1.8	-5.3
Cc1cnc(C(=O)OC(C)C(=O)NC2CCCc3ccccc32)cn1 (centres undefined)	1.0	i	x	-1.7	-3.8	5.2	1.1	10.0	0.2
COc1cc2c(cc1OC)C(=O)N1[C@H]3c4cc(C)ccc4OC[C@@H]3[C@H](c3ccccc3)[C@]1(C)C(=O)N2	0.2	-2.1	-0.7	-3.4	1.7	-1.4	8.8	37.2	-0.4
[O-][n+]1c2ccccc2cc2ccccc21	73.2*	-0.8	-2.2	-2.9	-25.4	-15.5	0.6	-13.5	-0.9

Of the compounds above, 2 have a CF3 group.
SMILES	Mtb FBA inh	Vc quorum ag	BioA inh	FadD28 FP inh	TcdB GH inh	GDH-TPI counter	PfHsp40 yeast	Y pestis TopoI	UGM FP inh
FC(F)(F)c1ccccc1Cc1c(-c2ccco2)nc2ccc(Cl)cn12	6.3	x	1.3	-3.1	0.7	x	x	x	x
COc1ccc(CCNC(=O)CSc2nc(-c3ccco3)cc(C(F)(F)F)n2)cc1OC	0.7	0.9	-2.6	-0.8	0.6	24.1	3.6	-6.3	1.7

Other compounds follow:
SMILES	Mtb FBA inh	Vc quorum ag	BioA inh	FadD28 FP inh	TcdB GH inh	GDH-TPI counter	PfHsp40 yeast	Y pestis TopoI	UGM FP inh
c1ccn(-c2ncnc3sc4c(c23)CCCC4)c1	0.1	-0.9	2.4	-4.1	x	0.7	2.3	4.7	-1.1
C#CCNC(=O)C1=C[C@@H](c2ccc(C(F)(F)F)cc2)C[C@@H](OCc2ccc(CO)cc2)O1	-0.9	-2.4	8.7&5.5	-7.4	-1.4&-0.7	2.5	0.8	-1.8	1.5
CCc1ccc([C@@H]2CC=C(C(=O)O)[C@H](c3ccccc3)N2S(=O)(=O)c2ccc(C)cc2)cc1	1.5	-1.2	0.9	-0.8	-1.3	-0.5	u	15.8	4.1
CCC(=O)NCCc1nc2cc(NC(=O)c3ccc(F)cc3)ccc2n1C	2.1	i	1.6	-0.6	0.9	-0.7	0.7	2.3	-3.2
Cc1ccc(-n2c(SCC(=O)NC3CCS(=O)(=O)C3)nc3ccccc3c2=O)cc1 (centres undefined)	-0.6	-1.8	x	-3.7	1.3	1.9	0.3	-2.8	0.2
COCCCNC(=O)c1ccc2c(=O)n(CC3CCCO3)c(=S)[nH]c2c1 (centres undefined)	2.1	i	-0.8	-1.8	x	8.7	0.7	3.3	1.5
CC1CCCN(S(=O)(=O)c2ccc(NC(=O)c3cccc(-n4cnnn4)c3)cc2)C1 (centres undefined)	0.9	-0.2	3.5	-8.5	x	8.5	-0.3	14.1	-0.9
COc1ccc(C(=O)NC(C(=O)OCC(=O)Nc2sccc2C(N)=O)C(C)C)cc1 (centres undefined)	2.8	i	0.3	-2.2	-0.9	-0.7	-0.7	3.5	1.2
CC(=O)C1=C(C)NC(=S)NC1c1cccc([N+](=O)[O-])c1 (centres undefined)	-1.4	-0.5	x	-3.1	0.1	13.5	0.6	1.9	0.9
CS(=O)(=O)c1ccc2nc(NC(=O)c3ccc(=O)[nH]c3)sc2c1	-0.5	-0.7	x	-1.9	0.6	82.6*	-0.9	9.4	1.6
COc1cc(NC(=O)CCC(=O)c2cccs2)cc(OC)c1	-0.5	-0.4	0.8	-18.8	0.1	5.5	-0.5	1.5	-0.1
Cc1cc(NC(=O)c2cc(-c3ccc(C)c(C)c3)nc3ccccc23)no1	22.4	0.1	-2.2	-4.2	x	4.1	1.4	1.9	0.3
C/C=C(/C)C(=O)Nc1cccc(C2=NOC3(C2)C[C@@H](C(N)=O)N(C(=O)CC)C3)c1 (some centres undefined)	-0.2	i	-2.7	0.5	0.7	9.0	-2.9	5.6	-1.1
CCCNc1nc2c(c(=O)n(C)c(=O)n2C)n1CCCc1ccccc1	0.9	i	0.0	-1.4	0.5	-5.1	1.2	-10.8	-1.4
COc1cccc(CN2CCSCC2)c1	4.3	i	-0.5	1.1	0.0	4.8	-1.2	0.1	0.3
CC(C)(C)c1ccc(CC(=O)N2CCC2(C)C(=O)O)cc1 (centres undefined)	0.6	i	-0.3	-0.2	-2.4	8.0	x	7.7	x
COc1ccc(CNCCC2(C(C)C)CCOC(C)(C)C2)cc1 (centres undefined)	3.7	i	0.5	-1.9	-2.9	4.4	0.0	-0.5	0.2
CC(=O)Nc1ccc(S(=O)(=O)N2CCCC2)cc1	-0.8	-0.3	0.1	-1.9	1.0	5.7	2.2	-2.6	-2.1
